# Source: PubChem BioAssay
# PNC assembly inh: inhibitors of perinucleolar compartment assembly; PC3M PTB-GFP, PNC prevalence imaging, 16 h; hits give low values; activity change (PNC), negative = inhibition, % at 10 µM; 3.1% of 140,000 active;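 active = readout at or below -70, meaning at least 70% loss of cells showing the perinucleolar compartment, a nuclear body marking cancer cells; inconclusive = readout between -30 and a set limit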;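 note: plate controls were DMSO wells for no effect and camptothecin positive control wells for full effect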
#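 Read-out is percentage of cells bearing a perinucleolar compartment, from automated 20x imaging of fixed, Hoechst-stained PC3M PTB-GFP cells. Cells were seeded 4 h, then exposed 16 h to compound (23 nl of library stock) in duplicate plates.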
# 15-hLO-2 inh: 15-hLO-2 (ALOX15B) enzyme inhibition | 0.56% of 110,000 active | purified 15hLO-2, xylenol orange hydroperoxide absorbance | O15296 | AID 881 | Potency, µM (highest dose often 57.1 µM), without a hit: at the highest dose activity change, negative = inhibition, most hits filed as inhibitors; note: potency is the fitted concentration of half-maximal effect; nearly all actives have a fitted effect of over 60% in size; many of its hits are not listed in these tables
#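 Read-out: hydroperoxide product oxidises ferrous iron, measured as xylenol orange complex via the 573-to-405 nm absorbance ratio after 30 min. Reaction: 50 nM enzyme, 15 min compound preincubation, 45 uM arachidonic acid, 90 min RT, Hepes pH 7.5 with Triton X-100.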
# 12-hLO inh: blocks human 12-lipoxygenase activity; P18054; purified 12-hLO, xylenol orange hydroperoxide absorbance; Potency, µM (highest dose often 57.1 µM), inactives show at the top dose activity change, negative = inhibition, most hits filed as inhibitors; 0.12% of 150,000 active; note: potency is the fitted concentration of half-maximal effect; nearly all actives have a fitted effect of over 55% in size; many of its hits are not listed in these tables
# Target sequence (P18054 whole entry, looked up): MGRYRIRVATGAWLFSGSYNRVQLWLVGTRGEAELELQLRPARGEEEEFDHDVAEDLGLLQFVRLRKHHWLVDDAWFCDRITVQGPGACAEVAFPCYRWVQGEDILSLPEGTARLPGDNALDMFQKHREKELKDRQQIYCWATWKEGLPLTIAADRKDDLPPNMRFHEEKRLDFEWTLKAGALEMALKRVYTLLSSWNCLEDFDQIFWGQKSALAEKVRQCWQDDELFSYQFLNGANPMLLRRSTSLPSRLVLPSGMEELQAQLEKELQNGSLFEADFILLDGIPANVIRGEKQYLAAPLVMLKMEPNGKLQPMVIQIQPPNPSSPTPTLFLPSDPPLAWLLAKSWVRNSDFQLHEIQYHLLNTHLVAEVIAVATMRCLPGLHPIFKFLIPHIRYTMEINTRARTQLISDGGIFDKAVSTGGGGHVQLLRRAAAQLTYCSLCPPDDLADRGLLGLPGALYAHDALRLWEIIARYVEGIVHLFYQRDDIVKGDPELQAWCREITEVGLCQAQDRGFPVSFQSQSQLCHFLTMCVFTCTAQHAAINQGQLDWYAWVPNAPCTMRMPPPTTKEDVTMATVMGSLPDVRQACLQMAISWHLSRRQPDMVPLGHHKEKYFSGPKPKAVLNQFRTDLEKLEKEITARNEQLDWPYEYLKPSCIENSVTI
#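 Purified human 12hLO (150 nM final) was preincubated with compounds for 15 min at room temperature in 25 mM Hepes pH 7.0, 0.01% Triton X-100, then reacted with 40 uM arachidonic acid for 30 min. Hydroperoxide was detected with ferrous iron/xylenol orange.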
# IMPase cell inh: IMPase inhibition in cells; P97697; CHO-M1 cells, IP1 accumulation, HTRF TR-FRET ratio; inhibition (IP1 accumulation), % at 46.1 µM; 120,000 tested, under 10 active; active = well fitted curve in the direction sought with a large enough effect in the signal ratio, not every such curve was filed as active; inconclusive = small, poorly fitted or top-dose-only effect, or a change in a side signal; inactive = no such curve, though single readings can be large or run the other way; the % refers to the signal ratio;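 note: cells stimulated with carbachol in lithium chloride buffer; plate controls were DMSO basal wells for no effect and reference inhibitor wells for full effect; higher means more IMPase inhibition seen as more IP1 and lower FRET ratio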
# Target sequence (P97697 whole entry, looked up): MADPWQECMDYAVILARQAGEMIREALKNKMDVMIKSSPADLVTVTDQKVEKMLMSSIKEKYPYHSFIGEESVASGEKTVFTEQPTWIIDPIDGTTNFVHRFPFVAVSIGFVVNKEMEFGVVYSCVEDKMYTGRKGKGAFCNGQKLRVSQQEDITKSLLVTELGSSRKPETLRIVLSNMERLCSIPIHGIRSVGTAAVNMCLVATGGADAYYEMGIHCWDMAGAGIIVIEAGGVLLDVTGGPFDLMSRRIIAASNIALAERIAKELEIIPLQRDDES
#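 The IP-One HTRF competitive assay in carbachol-stimulated CHO-M1 cells quantifies cellular IP1. Compounds spanned up to 46 uM final, and activity is expressed as AC50 from concentration-response fits of the ratio and donor data.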
# Starred values were filed as active, the others as inactive; ? = inconclusive; nt = no result given; & = joins results of further samples; [ ] = dose if it differs, or a comment. Unless noted, calls come from the whole dose curve; as a rule, active = well fitted curve in the direction sought with a large enough effect; inconclusive = small, poorly fitted or top-dose-only effect, or another doubt; inactive = no such curve, though single readings can be large; an effect the other way counts as inactive or inconclusive. Unless noted, % is set by controls: 0 for no effect and ±100 for the full control effect.
SMILES,PNC assembly inh,15-hLO-2 inh,12-hLO inh,IMPase cell inh
Cc1ccc(C2C=C(c3ccccc3OC(F)F)Nc3ncnn32)cc1 (stereo not given),?,-20%,-7%,-5
Cc1nnc(SCC(=O)N2c3ccccc3Sc3ccccc32)n1N,10,3%,6%,-5
N#CC(c1ccc(O)cc1)N1CCCCC1 (stereo not given),64,0%,3%,1
CCOCCCNC(=O)Cc1ccc(Br)cc1,?,nt,-1%,nt
O=C(NC1CCCCC1)Sc1ccc(Cl)cc1,24,-15%,-9%,3
CC(=O)c1cccc(NS(=O)(=O)N(C)C)c1,-30,-4%,-5%,6
Nc1nc(NC(=O)C(Cl)(Cl)Cl)nn1-c1ccccc1,-17,nt,2%,nt
O=C1CCc2cc(S(=O)(=O)N3CCC(C(=O)NCc4ccccn4)CC3)ccc2N1,96,nt,-2%,?
Cn1c(SCC(=O)NCc2ccc3c(c2)OCO3)nnc1-c1c[nH]c2ccccc12,19,-3%,-1%,-4
O=C(NCc1cccnc1)c1cn(CCc2ccccc2)nn1,25,4%,-3%,-5
O=C(NCc1ccccc1Cl)c1csc2c1CCCCC2,?,-4%,1%,?
CC1(C)CC(=O)C2=C(C1)OC1=C(C2)C(=O)CC(C)(C)C1,22,nt,2%,nt
CCn1cc(/C=N\NC(=O)c2c[nH]c3ccccc23)c(C)n1,28,nt,6%,nt
NC(=O)COC(=O)C(Cc1ccccc1)NS(=O)(=O)c1ccccc1F (stereo not given),-15,3%,12%,0
Cc1cc(S(=O)(=O)NCCc2ccccc2)c(C)s1,?,6%,-12%,2
Cc1cc(=O)oc2c(CN(CC(C)C)CC(C)C)c(O)ccc12,35,0%,1%,?
CCn1c(=O)c2ccccc2n2c(SCC(=O)N3CCCc4ccccc43)nnc12,19,-3%,-3%,4
Cc1c(-c2ccccc2)nc2ccccc2c1C(=O)O,50,-3%,-7%,-5
CCOC(=O)C(CC)Sc1nc2c(c(=O)[nH]c(=O)n2C)n1C/C=C(/C)Cl (stereo not given),23,-2%[2.29 µM],0%,18
Cn1c(SCCSc2nnc(-c3ccccc3)n2C)nnc1-c1ccccc1,33,14%,4%,-1
CN(C)c1ccc(-c2nccc(NCCN3CCOCC3)n2)cc1,nt,16%,-2%,nt
CCOC(=O)c1[nH]c(C)c(C(=O)N2CCN(c3ccccc3)CC2)c1C,15,-5%,-7%,5
COC(=O)c1ccc(C(C(=O)NC2CCCCC2)N(Cc2ccccc2)C(=O)Cc2cccs2)cc1 (stereo not given),3,nt,-5%,nt
CCN=C1S/C(=C\c2ccc(OCC)c(OC)c2)C(=O)N1CC,7,nt,3%,-5
Cc1ccc(C(=O)OCCN2CCN(c3ncc(C(F)(F)F)cc3Cl)CC2)cc1,1,23%,-4%,3

# The closing 2 entries of the section above lead into the next:
SMILES,PNC assembly inh,15-hLO-2 inh,12-hLO inh,IMPase cell inh
CCN=C1S/C(=C\c2ccc(OCC)c(OC)c2)C(=O)N1CC,7,nt,3%,-5
Cc1ccc(C(=O)OCCN2CCN(c3ncc(C(F)(F)F)cc3Cl)CC2)cc1,1,23%,-4%,3
Cc1cc(C)c(C#N)c(SCc2ccccc2C(=O)O)n1,22,4%,-1%,-4
CN(CC(=O)Nc1cccc2c1CCCC2)S(=O)(=O)c1ccc(Cl)cc1,1,-6%,-11%,0
CCOC(=O)[C@@H]1C(c2c(OC)cc(OC)cc2OC)=NO[C@@H]1C(=O)OCC,-23,nt,1%,nt
Cn1c(N/N=C/c2cccs2)nc2c1c(=O)n(Cc1ccccc1)c(=O)n2C,-25,nt,3%,nt
CC(C)N1C/C(=C/c2ccsc2)C(=O)/C(=C/c2ccsc2)C1,-29,nt,-12%,-2
CN(C)c1cccc(C(=O)OCc2cc(=O)oc3cc(O)ccc23)c1,-11,-7%,-6%,8
CCN(C(=O)C1CCN(S(=O)(=O)c2ccc3c(c2)oc(=O)n3C)CC1)c1cccc(C)c1,?,-1%,-5%,3
O=C(CN1C(=O)COc2ccc(Cl)cc21)N1CCc2ccccc21,17,4%,2%,3
Clc1ccc(SCCn2ccnc2)cc1,5,29%,-2%,-3
CC1C/C(=N/N2C(=O)CSC2=S)CC(C)(C)C1 (stereo not given),89,7%,-8%,-3
Cc1cccc2cc(C#N)c(NCCCn3ccnc3)nc12,?,48%[activator],-3%,-6
COc1ccc(S(=O)(=O)O/N=C2\CCCc3ccccc32)cc1,18,-1%,2%,-1
O=C(CSc1ncccc1C(=O)O)c1ccc2ccccc2c1,37,-7%,2%,1
Cc1ccccc1Nc1nc(N)nc(CSc2nc3ccccc3c(=O)n2C)n1,-26,13%,-2%,17
OCC1OC(O)C(O)C(O)C1O (stereo not given),nt,-5%[0.0915 µM],0%[0.00818 µM],nt
N/C(=N\c1nc2c(c(=O)[nH]1)CCC2)Nc1cccc(Cl)c1,?,nt,3%,nt
CCOCCCNc1ncnc2c1[nH]c1ccccc12,31,8%,0%,0
CCOC(=O)c1cc(-c2ccc(C)cc2)nc2nc(SC)[nH]c(=O)c12,-4,nt,1%,nt
CCN1CCN(C(=O)/C=C/c2ccc([N+](=O)[O-])cc2)CC1,27,nt,0%,nt
CCC(=O)NCCNc1nc2cc(C)c(C)cc2cc1C#N,?,-7%,-1%,-1
CCn1c(-c2cccnc2)n[nH]c1=S,45,7%,0%,-2
CCC1CCC(c2nnc(-c3ccc([N+](=O)[O-])cc3)o2)CC1 (stereo not given),?,nt,-1%,3
CN(Cc1ccccc1)c1nc(N)c([N+](=O)[O-])c(NCc2ccccc2)n1,31,nt,0%,-7
COc1ccc(C)cc1N(C(=O)COc1cccc(F)c1)c1nc2ccccc2s1,-1,nt,1%,10
OCc1ccc(-c2nn(Cc3ccccc3)c3ccccc23)o1,nt,?,-6%,5

# (more compounds)
SMILES,PNC assembly inh,15-hLO-2 inh,12-hLO inh,IMPase cell inh
O=C(c1ccc(Cl)cc1)c1ccc(CN2C(=O)c3ccccc3C2=O)o1,?,-11%,-10%,?
CCOC(=O)c1ccc(NC(=O)CC2OCCN(CC)C2=O)cc1 (stereo not given),-25,-16%,-2%,-3
CSc1nc(SCC(N)=O)c2c3c(sc2n1)CN(C)CC3,?,5%,0%,1
O=C1CSC(c2cccnc2)N1c1ccc(F)cc1 (stereo not given),21,3%,0%,4
COc1cc(C)c(Cl)cc1S(=O)(=O)NCc1ccco1,0,0%,-2%,3
O=C(NCc1cccnc1)/C(=C\c1ccc(-c2ccc(Br)cc2)o1)S(=O)(=O)c1ccccc1,?,nt,-4%,-1
Cc1ccc2c(c1)C(c1ccc([N+](=O)[O-])cc1)=NNC(c1ccc(Br)cc1)=N2,?,nt,-1%,nt
O=C(Nc1ccccc1)OC1C2CCC1C(N1CCCCC1)CC2 (stereo not given),17,22%,-2%,9
CC1CN(C(=O)Nc2ccc3snnc3c2)c2ccccc21 (stereo not given),?,-7%,-8%,7
NC(C(=O)NC1C(=O)N2C(C(=O)O)=C(Cl)CSC12)c1ccccc1 (stereo not given),nt,1%,-4%,nt
CCOc1c2ccc(C(=O)NCc3cc(C(F)(F)F)cc(C(F)(F)F)c3)cc2nn1CCOC,64,5%,3%,2
O=C(CCc1nc2ccccc2[nH]c1=O)OCc1ccc(S(=O)(=O)N2CCOCC2)cc1,-15,-8%,-3%,-6
O=C(NC1CCCCCC1)c1c2c(nc3ccccc13)CCN(Cc1ccccc1)C2,32,nt,-2%,nt
CCn1c(NCc2cccc(OC)c2OC)nc2ccccc21,-7,nt,-2%,4
C=CCNc1nc(N)c(C(=O)c2ccc3c(c2)OCO3)s1,-12,-4%,-15%,5
COc1ccc(NC(=O)CCSCCC(=O)Nc2ccc(OC)cc2OC)c(OC)c1,?,nt,-1%,nt
CCOC(=O)c1ccc(NC(=O)C2CCCN(S(=O)(=O)c3ccc(F)cc3)C2)cc1 (stereo not given),-2,4%,1%,16
S=C(NCc1cccnc1)Nc1ccc(Cl)c(Cl)c1,-27,-1%,-21%,8
COc1cccc(NC(=O)CN2CCN(S(=O)(=O)c3ccc(F)cc3)CC2)c1,-111*,9%,-4%,8
Cc1ccccc1NC(=O)COC(=O)c1ccc(CSc2ccc(Cl)cc2)cc1,26,nt,-4%,nt
Oc1ccc(Br)cc1-c1cc(-c2ccccc2F)[nH]n1,18,-8%,-18%,?
COc1ccccc1CNS(=O)(=O)c1ccc2c(c1)oc(=O)n2C,10,5%,-13%,6
Cc1ccc(C(=O)NCC(=O)OC(C)C(=O)NCCC2=CCCCC2)cc1C (stereo not given),-17,nt,-2%,-6
CCCc1cc(C(=O)Nc2cccnc2Cl)no1,-8,4%,5%,5
CC(C)(O)CCC(O)[C@@](C)(O)C1CC[C@]2(O)C3=CC(=O)C4CC(O)C(O)C[C@]4(C)C3CC[C@]12C (stereo not given in full),nt,-7%,-2%,nt

# Entries above containing a CF3 group:
SMILES,PNC assembly inh,15-hLO-2 inh,12-hLO inh,IMPase cell inh
Cc1ccc(C(=O)OCCN2CCN(c3ncc(C(F)(F)F)cc3Cl)CC2)cc1,1,23%,-4%,3
CCOc1c2ccc(C(=O)NCc3cc(C(F)(F)F)cc(C(F)(F)F)c3)cc2nn1CCOC,64,5%,3%,2

# Next section:
SMILES,PNC assembly inh,15-hLO-2 inh,12-hLO inh,IMPase cell inh
NC(=O)c1ccccc1NC(=O)c1ccccc1S(=O)(=O)c1ccccc1[N+](=O)[O-],65,nt,0%,nt
CCCNC(=O)NC(=O)COC(=O)c1ccc(OC)c(S(=O)(=O)N2CCCc3ccccc32)c1,-12,-2%,-2%,11
CCc1nc(C)cn1S(=O)(=O)c1cc(OC)c(C)cc1C,18,-1%,0%,5
Cc1cccc(Oc2ncc(-c3ccc(Cl)cc3)cn2)c1,20,-3%,-2%,4
Cc1oc(CC(C)C)c(CN2CCCC2)c1C(=O)O,12,-6%,3%,?
C=CCNc1oc(-c2cccc3ccccc23)nc1C#N,-24,7%[2.29 µM],?,?
Nn1c(SCc2csc(-c3ccccc3)n2)nnc1-c1cccs1,?,-3%,-3%,7
Cc1cc(C)n(C(=O)CCC(=O)NCc2ccccc2)n1,?,16%,-4%,3
Cc1ccc(/C=C/C(=O)Nc2cccc3cccnc23)o1,-2,nt,-1%,nt
CC(=O)Nc1ccc(OCC(O)Cn2nc(C)c(C(C)=O)c2C)cc1 (stereo not given),-14,3%,-1%,-1
C/C(=N\O)C(=O)NCC1CCNCC1,?,5%,-3%,-4
Cc1ccc(CN(C(=O)Cn2nnc3ccccc32)C(C(=O)NCc2ccco2)c2ccc(C)o2)cc1 (stereo not given),5,nt,3%,-5
CNC(=O)c1[nH]cnc1C(=O)Nc1ccccc1C,38,nt,1%,?
CCOC(=O)c1[nH]c2ccccc2c1NC(=O)CN(C)C,-1,0%,2%,4
Cc1ccc(CONC(=O)/N=C/N(C)C)cc1,20,-3%,1%,0
CCCS(=O)(=O)N1CCCC(C(=O)NC2CCCCC2)C1 (stereo not given),28,0%,-2%,3
COc1ccccc1C(=O)NN=C1CCN(Cc2ccccc2)CC1,?,nt,2%,nt
OC(CNCCCN1CCCCC1)COc1ccccc1 (stereo not given),-30,66%[activator],5%,0
CC1=NN(c2cccc(C(=O)O)c2)C(=O)/C1=C\C=C\c1ccco1,18,nt,-16%,?
COc1ccc(C2C3=C(CC(C)(C)CC3=O)Nc3n[nH]c(C)c32)cc1 (stereo not given),-10,39%[activator],-5%,4
O=C(Nc1cccc(F)c1)c1ccccc1-c1ccccc1,-103*,nt,-1%,-1
CCCN1Cc2cccc(C(=O)NC3CCCC3)c2C1=O,5,6%,-3%,-3
COc1ccc2c(c1)c(CC(=O)Nc1ccc(C(C)=O)cc1)c(C)n2C(=O)c1ccc(Cl)cc1,36,nt,0%,-1&10
CCOC(=O)Cn1c(N2CCCCCC2)nc2c1c(=O)[nH]c(=O)n2C,-19,-2%,4%,1

# Some of the compounds tested (hit frequency here may not be typical).
